Assay outcomes (PubChem)
TbPYK inhibitor: qHTS of Trypanosoma Brucei Inhibitors. hit rate 0.12% among 410,000. Potency, µM (titrated, usually from 76.8 µM), without a hit: top-dose activity, negative = inhibition, actives largely listed as inhibitors. pyruvate kinase (Trypanosoma brucei), Q57TT1. TbPYK enzyme, Kinase-Glo Plus ATP luminescence, 45 min. AID 624173, 2012; also: nearly all actives have a fitted effect of over 50% in size
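Assay buffer: 50 mM TEA pH 7.2, 100 mM KCl, 10 mM MgCl2, 0.05% BSA, 0.01% Tween-20. Pyruvate kinase from T. brucei plus substrate met compound, then ADP (130 uM final). Luminescence was read post 45 min RT.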
AmpC inh no detg: qHTS Inhibitors of AmpC Beta-Lactamase (assay without detergent); hit rate 0.52% among 330,000; P00811; AmpC nitrocefin hydrolysis, absorbance 480 nm, 0.0001% Triton; Potency, µM (highest dose often 57.1 µM), without a hit: top-dose activity change, negative = inhibition, hits mostly inhibitors;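 also: plate controls were no compound for no effect and no enzyme for full effect; nearly all actives have a fitted effect of over 20% in size; some results filed as inactive show a strong effect at the top dose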
Target sequence (P00811 whole entry, looked up): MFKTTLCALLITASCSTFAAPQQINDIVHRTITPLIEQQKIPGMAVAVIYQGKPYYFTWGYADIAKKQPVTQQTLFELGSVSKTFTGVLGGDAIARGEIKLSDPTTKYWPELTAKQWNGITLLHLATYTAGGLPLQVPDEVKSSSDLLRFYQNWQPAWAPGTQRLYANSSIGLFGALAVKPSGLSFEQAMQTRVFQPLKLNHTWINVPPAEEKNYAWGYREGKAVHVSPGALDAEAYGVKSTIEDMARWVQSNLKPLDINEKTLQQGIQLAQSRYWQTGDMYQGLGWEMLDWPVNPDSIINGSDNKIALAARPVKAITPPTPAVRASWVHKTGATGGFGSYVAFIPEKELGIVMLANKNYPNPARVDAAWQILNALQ
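20 mM phosphate pH 7.0 + 0.01% (detergent screen) or 0.0001% Triton X-100; 5.3 nM AmpC reagent; cpd preinc 15 min RT; nitrocefin (800 uM stock) to start; A480 q20 s × 4 min; Activity was normalised to no-enzyme and no-compound control wells.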
* = called active by the depositor; ? = inconclusive; [ ] = dose if it differs, or a comment. Calls follow the shape of the dose curve; as a rule, active = well fitted curve in the direction sought with a large enough effect; inconclusive = small, poorly fitted or top-dose-only effect, or another doubt; inactive = no such curve, though single readings can be large; an effect the other way counts as inactive or inconclusive. Unless noted, % is scaled to controls: 0 for no effect and ±100 for the full control effect; potency is read from the fitted curve at half-maximal effect. Only part of the results is shown. The share of hits here may be higher or lower than overall.

SMILES	TbPYK inhibitor	AmpC inh no detg
CC(OC(=O)c1ccc([N+](=O)[O-])cc1)C(=O)NCC1CCCCC1 (stereo not drawn)	-25%	-15%
C[C@H](NS(=O)(=O)c1ccc(F)cc1)C(=O)OCC(=O)c1c(N)n(C)c(=O)n(C)c1=O	-4%	-3%
O=C(Nc1cc(S(=O)(=O)N2CCOCC2)ccc1Cl)c1cc([N+](=O)[O-])ccc1Cl	4%	-54%
COc1ccc(C(C)(C)C)cc1NC(=O)COc1ccc(-c2nnco2)cc1	-1%	-3%
CSc1nc(N)nc2c1ncn2CC(=O)NCCCN1CCCC1=O	0%	-8%
O=C(COC(=O)c1ccc([N+](=O)[O-])o1)Nc1ccc(F)cc1	0%	-20%
CCN(C(=O)CSc1nnnn1-c1ccc(OC)cc1)C1CCS(=O)(=O)C1 (stereo not drawn)	-9%	-11%
C[C@H](CO)N1C[C@H](C)[C@@H](CN(C)C(=O)NC2CCCCC2)Oc2c(cccc2N(C)C)C1=O	4%	33%
O=C(CNS(=O)(=O)c1cccc(C(F)(F)F)c1)NC1CCCCCC1	-6%	13%
CCN1CCN(c2ccc(NC(=O)c3cccc(S(=O)(=O)N4CCCC4)c3)cc2)CC1	-2%	-21%
Cc1cccc(C)c1NC(=O)Cn1c(=O)c(N2CCCCC2)c(N)n(C)c1=O	-6%	-13%
Cc1ccc(S(=O)(=O)N2[C@@H](c3ccc(C(C)(C)C)cc3)C(C(=O)O)=CC[C@H]2c2ccc(C(C)C)cc2)cc1	3%	-14%
CC1CCCC(C)N1C(=O)COC(=O)c1cncc(Br)c1 (stereo not drawn)	1%	-19%
CC(=O)Nc1sc(C)c(C)c1C(=O)OCC(=O)Nc1cccc(C)c1	10%	-18%
CC(C)NC(=O)Nc1cccc2c1O[C@H](CN(C)S(=O)(=O)c1cccs1)[C@@H](C)CN([C@H](C)CO)C2=O	-8%	124%[activator]
COc1ccc(OC)c(/C=C/C(=O)OCC(=O)N2CCCCC2)c1	0%	-1%
C[C@]12c3[nH]c4ccccc4c3CCN1C(=O)C(CC(=O)NCCN1CCOCC1)C[C@@H]2C(=O)N1CCCCC1 (stereo partly drawn)	-7%	122%[activator]
COc1ccc(-c2noc(CCC(=O)N3CCN(c4cccc(C)c4C)CC3)n2)cc1	2%	45%
Nc1ccc(N2CCOCC2)c(S(=O)(=O)Nc2ccccc2Cl)c1	2%	-39%
C#CCOCCOCCOCCNc1nc(N2CCN(C(=O)[C@H](CCCCN)n3cc(CN)nn3)CC2)nc(N2CCN(C(=O)[C@H](CCC(=O)O)n3cc(CN)nn3)CC2)n1	5%	-7%

3 entries already listed, sorted by SMILES length, rising:
SMILES	TbPYK inhibitor	AmpC inh no detg
COc1ccc(OC)c(/C=C/C(=O)OCC(=O)N2CCCCC2)c1	0%	-1%
CC(OC(=O)c1ccc([N+](=O)[O-])cc1)C(=O)NCC1CCCCC1 (stereo not drawn)	-25%	-15%
C#CCOCCOCCOCCNc1nc(N2CCN(C(=O)[C@H](CCCCN)n3cc(CN)nn3)CC2)nc(N2CCN(C(=O)[C@H](CCC(=O)O)n3cc(CN)nn3)CC2)n1	5%	-7%

Some of the entries above in another layout.
mol: O=C(CNS(=O)(=O)c1cccc(C(F)(F)F)c1)NC1CCCCCC1
  TbPYK inhibitor: -6% | AmpC inh no detg: 13%

mol: C[C@]12c3[nH]c4ccccc4c3CCN1C(=O)C(CC(=O)NCCN1CCOCC1)C[C@@H]2C(=O)N1CCCCC1 (stereo partly drawn)
  TbPYK inhibitor: -7% | AmpC inh no detg: 122%[activator]

mol: Cc1ccc(S(=O)(=O)N2[C@@H](c3ccc(C(C)(C)C)cc3)C(C(=O)O)=CC[C@H]2c2ccc(C(C)C)cc2)cc1
  TbPYK inhibitor: 3% | AmpC inh no detg: -14%

(continued)
SMILES	TbPYK inhibitor	AmpC inh no detg
COc1cc(C#Cc2c(-c3cncn3C)n(C)c3ccc(Br)cc23)cc(OC)c1	0%	72%[activator]
NCCCCCNC(=O)c1nc[nH]c1C(=O)NCC(=O)OCc1ccccc1	-5%	-6%
CCOC(=O)C1=NS(=O)(=O)NC(C)=C1	-4%	-10%
CC(NC(=O)CSc1nnnn1C1CC1)c1ccccc1Br (stereo not drawn)	4%	-35%
Nn1c(SCC(=O)NCCc2ccc(S(N)(=O)=O)cc2)nnc1C1CCCCC1	-6%	-14%
CCN1C(=O)[C@H]2[C@H]3CN=C(SCc4ccc(C(=O)OC)cc4)N3[C@@](C)(C(=O)OC)[C@H]2C1=O	-4%	-9%
CCCc1cc(=O)[nH]c(SCC(=O)Nc2cc(S(=O)(=O)N3CCOCC3)ccc2N(CC)CC)n1	2%	0%
COc1ccc(C2/C=C\CC(NS(=O)(=O)c3ccc(C)cc3)CC(=O)N2Cc2ccccc2F)cc1 (stereo not drawn)	0%	-28%
O=C(CN1CCN(C(=O)c2ccccc2)CC1)NC(=O)NCCC1=CCCCC1	-1%	144%[activator]
O=C(CN1C(=O)NC2(CCCC2)C1=O)NCc1ccc(Cl)cc1	0%	-9%
Cc1ccccc1C(=O)OCC(=O)Nc1cccc(S(=O)(=O)NC2=NCCC2)c1	-3%	0%
COc1ccc(CNC(=O)COC(=O)CN2C(=O)C3CC=CCC3C2=O)cc1 (stereo not drawn)	8%	-2%
Cn1c2ccccc2c(=O)c2ccc(NCCc3cccs3)cc21	-14%	-42%
CCC(CO)Oc1cc(NC(=O)c2cccc(C)c2)c2ncn(C(C)C)c2c1 (stereo not drawn)	4%	28%
CC(=NNC(=O)c1ccc(NS(=O)(=O)c2ccc(Br)cc2)cc1)c1cccnc1	3%	?
Cc1ccc([C@H]2C(C(=O)O)=CC[C@@H](c3ccc(Cl)cc3)N2S(=O)(=O)c2ccccc2C)cc1	-1%	-14%
CC[C@]12c3[nH]c4ccc(OC)cc4c3CCN1C(=O)C(CC(=O)NC(C)(C)C)C[C@@H]2C(=O)N1CCN(C(=O)c2ccco2)CC1 (stereo partly drawn)	-6%	89%[activator]
CCOc1ccc(S(=O)(=O)/N=C(/Nc2ccc(C)c(S(=O)(=O)N3CCOCC3)c2)c2ccccc2)cc1	2%	0%
COc1ccccc1C(=O)NCC(=O)OCC(=O)NNC(=O)c1ccc(Br)cc1	-1%	-18%
Cc1cccc(OCC(=O)NNC(=O)CCN2CCN(c3ccccc3)CC2)c1C	8%	33%
Nc1ncnc2c1ncn2[C@@H]1O[C@H](CNCc2ccc(OCc3ccccc3)cc2)[C@@H](O)[C@H]1O	-8%	45%
Cc1oc(=O)cc(OCc2ccccc2)c1C	-1%	-13%
Cc1ccc(C(=O)OCC(=O)N2CCCCCC2)cc1S(=O)(=O)N1CCOCC1	1%	28%
CCN(C(=O)CSc1n[nH]c(N)n1)c1cccc2ccccc12	9%	7%
CCOC(=O)[C@H]1[C@H]2COc3ccc(Br)cc3[C@@H]2N2C(=O)[C@H](C)NC(=O)[C@@]12C	0%	-8%
O=C(CN1C(=O)NC2(CCCCCCC2)C1=O)NCc1ccc(F)cc1	-1%	-32%
COc1cc(OC)cc(-c2c(C#Cc3ccsc3)c3cc(-c4ccc5c(c4)OCO5)ccc3n2C)c1	5%	-31%
CCOc1ccc(S(=O)(=O)Nc2ccc(C(=O)NCC(c3ccc(OC)cc3)N3CCOCC3)cc2)cc1 (stereo not drawn)	6%	91%[activator]
O=C(Nc1ccc(C2=CN(Cc3ccccc3)CCC2=O)cc1)OCc1ccccc1	-2%	202%[activator]
C[C@@H]1CN([C@@H](C)CO)C(=O)c2cc(NS(C)(=O)=O)ccc2O[C@H]1CN(C)Cc1ccc(Oc2ccccc2)cc1	9%	342%[activator]
Cc1cc(CNC(=O)c2cccc3c2C(=O)c2ccc(-c4ccc(F)cc4OCc4ccccc4)cc2S3(=O)=O)c(C(F)(F)F)o1	-13%	-30%
CC1CCc2c(sc(NC(=O)c3cccn3C)c2C(N)=O)C1 (stereo not drawn)	6%	-12%
COc1ccc(C(CNC(=O)c2ccc(S(=O)(=O)N3CC(C)CC(C)C3)cc2)N(C)C)cc1 (stereo not drawn)	9%	263%[activator]
O=C(CC1SC(N2CCOCC2)=NC1=O)Nc1ccc(F)cc1 (stereo not drawn)	-4%	-10%
C[C@H](CO)N1C[C@H](C)[C@@H](CN(C)C(=O)Nc2ccc(C(F)(F)F)cc2)Oc2ccc(NC(=O)C3CC3)cc2C1=O	5%	144%[activator]
Cc1ccccc1-c1nnc(SCC(=O)N(C)C2CCS(=O)(=O)C2)n1C (stereo not drawn)	4%	-16%
COC(=O)CCCN1C(=O)NC(c2ccc(-c3ccccc3)cc2)C(C(=O)OCc2ccccc2)=C1C (stereo not drawn)	4%	-1%
CC(=O)NC(CC(=O)NNC(=O)COc1c(C)cccc1C)c1ccccc1 (stereo not drawn)	2%	-4%
CC[C@]12c3[nH]c4cc(-c5ccco5)ccc4c3CCN1C(=O)[C@@H](CC(=O)NC(C)(C)C)C[C@@H]2C(=O)N1CCN(C(=O)c2ccco2)CC1	-16%	239%[activator]
CN(CC(=O)NCCN1CCOCC1)S(=O)(=O)c1ccc(Cl)cc1	4%	-16%
O=C(NCCN1CCOCC1)c1cccc2c1C(=O)c1ccc(N3CCCC3)cc1S2(=O)=O	2%	69%[activator]
CCN(C(=O)CSc1nnnn1C)C1CCCCC1	-3%	-1%
O=C(COC(=O)c1cccc(F)c1)Nc1ccc(Cl)cn1	4%	-28%
COc1ccc(CNC(=O)COC(=O)c2cc(C)nc3ccccc23)cc1	-5%	0%
C=C1c2ccccc2O[C@H](C(=O)OCC)[C@H]1OC	3%	-19%
COc1ccc(S(=O)(=O)Nc2ccc3c(c2)C(=O)N([C@H](C)CO)C[C@H](C)[C@@H](CN(C)S(C)(=O)=O)O3)cc1	2%	-3%
CN[C@H](C(=O)NC[C@H]1O[C@@H](n2cnc3c(N)ncnc32)[C@H](O)[C@@H]1O)[C@@H](C)OCc1ccccc1	-3%	-16%
O=S(=O)(/N=C(/c1ccccc1)N1CCOCC1)c1ccc(F)cc1F	0%	-9%
CC(OC(=O)c1ccccn1)C(=O)Nc1nc(-c2ccc(F)c(F)c2)cs1 (stereo not drawn)	5%	-5%
O=S(=O)(NCc1ccccc1)c1ccccc1NCCc1ccccc1	-7%	-53%
CC(C)(O)/C=C/C(=O)[C@](C)(O)C1[C@H](O)C[C@@]2(C)C3CC=C4C(C=C(O[C@@H]5O[C@H](CO)[C@@H](O)[C@H](O)[C@H]5O)C(=O)C4(C)C)[C@]3(C)C(=O)C[C@]12C (stereo partly drawn)	5%	24%
CCOC(=O)C1=CN(Cc2cccc(F)c2)S(=O)(=O)NC1c1ccc2ccccc2c1 (stereo not drawn)	4%	-22%
CC1CCN(C(=O)CNC(=O)c2ccc(Br)o2)CC1	0%	-16%
COc1ccc(C(=O)N[C@H](C(=O)NCCCn2nc(C)cc2C)C(C)C)cc1	1%	27%
COc1cc(NC(=O)COC(=O)c2[nH]c(C)c(C(C)=O)c2C)cc(OC)c1	-4%	-45%
C[C@H](CO)N1C[C@H](C)[C@@H](CN(C)S(=O)(=O)c2ccc(F)cc2)Oc2ccc(NS(=O)(=O)c3ccccc3)cc2C1=O	-1%	140%[activator]
O=C(COC(=O)c1c(F)cccc1Cl)NCC1CCCCC1	-6%	-10%
Cc1ccc(Cl)c(NC(=O)COC(=O)c2nn(-c3ccccc3)cc2O)c1Cl	-1%	-27%
O=C(Cc1cccs1)N[C@@H]1c2ccccc2CC[C@H]1OCc1ccccc1	-3%	-37%
C[C@@H]1CN([C@@H](C)CO)C(=O)c2cccc(NC(=O)Nc3ccccc3)c2O[C@H]1CN(C)C(=O)Nc1cccc2ccccc12	1%	280%[activator]
(continued)
SMILES	TbPYK inhibitor	AmpC inh no detg
Cc1ccc(NC(=O)c2ncn(CC(=O)N3CCN(c4ccccn4)CC3)n2)cc1C	1%	-38%
CC(=O)N1CCN(c2ccc(NCc3ccc(-c4cccc(Cl)c4)o3)cc2)CC1	-20%	166%[activator]
O=C(CSc1ccccc1F)NCC(c1cccs1)N1CCOCC1 (stereo not drawn)	-3%	-4%
CC(C)CN1Cc2ccccc2Oc2cc(Br)ccc2S1(=O)=O	-6%	-21%
CCN(C[C@H]1N[C@@](C)(C(=O)OC)[C@H]2C(=O)N(C)C(=O)[C@@H]12)C(=O)c1ccccc1	2%	-11%
COC(=O)[C@@]1(Cc2ccccc2)[C@H]2C(=O)N(C)C(=O)[C@H]2[C@H]2CN=C(SCC(=O)c3ccccc3)N21	-8%	123%[activator]
Cc1ccc(NC(=O)CN2CCCC2c2cccn2C)cc1C (stereo not drawn)	3%	27%
COc1ccc2[nH]c3c(c2c1)CCN1C(=O)C(CC(=O)NCCCn2ccnc2)C[C@H](C(=O)N(C(C)C)C(C)C)[C@@]31C (stereo partly drawn)	3%	198%[activator]
CC1CCCCC12NC(=O)N(CC(=O)NCc1ccccc1Cl)C2=O (stereo not drawn)	2%	-5%
CC(C)(O)CC[C@@H](O)[C@](C)(O)C1CC[C@@]2(O)C3=CC(=O)[C@@H]4C[C@@H](O)[C@@H](O)C[C@]4(C)C3CC[C@]12C (stereo partly drawn)	-3%	-10%

Compound profiles, from the list above. Screens in order: TbPYK inhibitor | AmpC inh no detg
CC(=O)N1CCN(c2ccc(NCc3ccc(-c4cccc(Cl)c4)o3)cc2)CC1 is entered as -20% | 166%[activator]
O=C(CSc1ccccc1F)NCC(c1cccs1)N1CCOCC1 (stereo not drawn) is entered as -3% | -4%
